Bioassay records deposited in PubChem by National Center for Advancing Translational Sciences (NCATS).
TGFb SMAD3 inh: inhibitors of TGF-b signaling | actives 1.2% (n = 410,000) | HepG2 CAGA-GFP TGF-b/SMAD3 reporter, GFP fluorescence, 18 h; TGF-beta stimulated, 500 pg/mL final | Potency, µM (titrated, usually from 46.1 µM), for the others: at the top dose activity, negative = inhibition, hits mostly inhibitors | AID 588855; note: potency is the fitted concentration of half-maximal effect; % is set by controls: 0 for no effect and ±100 for the full control effect; nearly all actives have a fitted effect of over 65% in size
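Smad-responsive CAGA-GFP expression was quantified in HEPG2 cells exposed to compounds and 500 pg/mL final TGF-beta for 18 h at 37 degrees C; unstimulated wells defined full inhibition.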
EPAC2 ag: agonists of human EPAC2 (RAPGEF4); Q8WZA2; EPAC2 activation, biochemical qHTS; response scale: 100% = 6.5 mM cAMP response; Potency, µM (top dose mostly 154 µM), for inactives: top-dose activation, actives largely listed as activators; actives 0.079% (n = 360,000); AID 720711; note: potency is the fitted concentration of half-maximal effect; nearly all actives have a fitted effect of over 50% in size
Target sequence (Q8WZA2 whole entry, looked up): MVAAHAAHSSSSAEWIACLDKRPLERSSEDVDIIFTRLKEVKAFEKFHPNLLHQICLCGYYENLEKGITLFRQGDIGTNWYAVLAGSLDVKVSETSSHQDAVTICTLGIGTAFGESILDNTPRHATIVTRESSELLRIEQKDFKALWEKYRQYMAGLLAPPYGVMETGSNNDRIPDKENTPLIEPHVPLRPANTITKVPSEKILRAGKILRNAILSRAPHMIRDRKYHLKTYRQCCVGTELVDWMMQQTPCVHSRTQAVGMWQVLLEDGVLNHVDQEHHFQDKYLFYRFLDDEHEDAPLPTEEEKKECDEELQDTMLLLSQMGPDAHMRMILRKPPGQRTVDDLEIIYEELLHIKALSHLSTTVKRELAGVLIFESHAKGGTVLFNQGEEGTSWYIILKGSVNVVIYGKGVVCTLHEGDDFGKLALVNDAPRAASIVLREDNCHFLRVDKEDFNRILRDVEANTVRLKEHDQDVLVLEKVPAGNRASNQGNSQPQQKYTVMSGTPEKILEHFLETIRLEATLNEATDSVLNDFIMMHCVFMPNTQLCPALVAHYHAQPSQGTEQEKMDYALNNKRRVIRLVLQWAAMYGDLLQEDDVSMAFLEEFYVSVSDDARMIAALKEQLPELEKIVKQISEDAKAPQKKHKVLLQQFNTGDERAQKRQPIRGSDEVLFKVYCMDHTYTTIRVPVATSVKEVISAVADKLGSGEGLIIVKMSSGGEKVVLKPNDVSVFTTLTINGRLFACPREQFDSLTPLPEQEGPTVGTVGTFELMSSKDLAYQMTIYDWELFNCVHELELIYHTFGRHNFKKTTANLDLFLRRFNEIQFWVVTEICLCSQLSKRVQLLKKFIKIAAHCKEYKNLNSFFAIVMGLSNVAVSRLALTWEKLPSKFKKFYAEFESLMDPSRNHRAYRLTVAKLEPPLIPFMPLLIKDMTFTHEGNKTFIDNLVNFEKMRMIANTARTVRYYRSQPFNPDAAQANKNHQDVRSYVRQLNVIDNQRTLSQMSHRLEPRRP
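In this primary screen, activation is scored as increased exchange of BODIPY-GDP from Rap1B by 100 nM EPAC2, with 50 uM GDP as competitor. Signal is normalized to the 6.5 mM cAMP agonist control.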
Nrf2 block: inhibitors of Nrf2 signaling; A549 ARE-Fluc reporter, luciferase luminescence, 18-24 h; Potency, µM (series often up to 46 µM), for inactives: top-dose activity change, negative = inhibition, actives largely listed as inhibitors; actives 2.1% (n = 360,000); note: potency is the fitted concentration of half-maximal effect; % is set by controls: 0 for no effect and ±100 for the full control effect; nearly all actives have a fitted effect of over 60% in size
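Reporter: ARE-Fluc in A549. Exposure: 18-24 h, 37 °C, 5% CO2, 5% FBS OPTI-MEM. Readouts: fluorescent cytotoxicity (CellTiter-Fluor), then luminescent Nrf2 signal after BugLite.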
A549 viability: kills or reduces viability of A549 cells in Nrf2 counter-screen; actives 0.16% (n = 390,000); A549 ARE-Fluc cells, CellTiter-Fluor viability, 18-24 h; Potency, µM (highest dose often 46 µM), inactives show at the highest dose activity change, negative = cytotoxicity, hits mostly inhibitors; note: potency is the fitted concentration of half-maximal effect; % is set by controls: 0 for no effect and ±100 for the full control effect
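A549 ARE_Fluc cells in 5% FBS OPTI-MEM were exposed to compounds in concentration-response for 18-24 h at 37 deg C. Viability was read by CellTiter-Fluor fluorescence (Ex 405/Em 525) after 30 min, before the luciferase read.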
S2 tox: reduces viability in counter-screen for ATXN expression inhibitors; S2 cells (HEK-293 line with an ATXN2-luciferase reporter) viability, CellTiter-Fluor protease fluorescence, 24 h; Potency, µM (titrated, usually from 56.7 µM), actives largely listed as cytotoxic; actives 0.49% (n = 400,000); AID 651635; note: potency is the fitted concentration of half-maximal effect; nearly all actives have a fitted effect of over 40% in size
IL2 activator: activators of IL-2; IL-2 activation reporter assay, cell-based qHTS; stimulated with anti-CD3/CD4/CD28 beads; in transgenic mouse T cells; activation, % (series mostly up to about 46 µM); actives 0.065% (n = 360,000); AID 652025; in the data active = activation above about 50%; inconclusive = mostly about 30% to 49%; note: 0% is about no effect
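Quantitative HTS in unstimulated transgenic mouse T cells, with memory T cells as non-tolerant control and PMA/ionomycin as tolerance-bypass control. Compound pretreatment lasted 60 minutes before 18 h bead stimulation; EGFP/DsRed fluorescence read.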
Nrf2 ARE act: activators of Nrf2 (ARE) signaling | AREc32 ARE-luciferase reporter (MCF7-derived line), luminescence, 24 h | Potency, µM (doses to about 46.1 µM), for the others: top-dose activation, actives largely listed as activators | actives 0.31% (n = 410,000) | AID 624171; note: potency is the fitted concentration of half-maximal effect; % of control where 0% means no effect; nearly all actives have a fitted effect of over 65% in size
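Luminescent ARE reporter assay in AREc32_Fluc cells: overnight plating at 37 deg C, 24 hr compound incubation, Steady-Glo added, 30 min RT before reading.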
HepG2 viability: counter-screen for TGF-b inhibitors: cytotoxicity in HepG2 cells. Potency, µM (highest dose often 46.1 µM), without a hit: top-dose activity change, negative = cytotoxicity, actives largely listed as cytotoxic. HepG2 CAGA-GFP viability, ATP luminescence, 18 h. actives 0.76% (n = 410,000). AID 588856; note: potency is the fitted concentration of half-maximal effect; some results filed as inactive show a strong effect at the top dose
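HepG2 CAGA-GFP cells (1000/well, DMEM with 1% FBS) received compound, then TGF-beta at 500 pg/mL final, and were incubated 18 hours at 37 degrees C. Viability was read by CellTiter-Glo luminescence. Media-only wells were set as complete cell-killing and DMSO as no toxicity.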
ATXN2 expr inh: reduces ATXN2 reporter expression in HEK-293 cells | Potency, µM (series often up to 57 µM), without a hit: at the highest dose activity change, negative = inhibition, usual class: inhibitors | AID 1745845 | HEK-293 ATXN2-luciferase reporter, luminescence, 24 h | actives 0.72% (n = 360,000); note: potency is the fitted concentration of half-maximal effect; % is set by controls: 0 for no effect and ±100 for the full control effect; nearly all actives have a fitted effect of over 55% in size
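qHTS (up to 57 uM final) was run with 24 h compound exposure of reporter cells at 37 °C. Each well was multiplexed: SteadyGlo luminescence measured ATXN2-luciferase expression after a fluorogenic Gly-Phe-AFC viability readout (25 uM final).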
The depositor's hits bear a star; i = inactive; u = inconclusive; x = no result given; [ ] = another dose, or the depositor's remark. Unless noted, calls come from the whole dose curve; as a rule, active = well fitted curve in the direction sought with a large enough effect; inconclusive = small, poorly fitted or top-dose-only effect, or another doubt; inactive = no such curve, though single readings can be large; an effect the other way counts as inactive or inconclusive.

SMILES	TGFb SMAD3 inh	EPAC2 ag	Nrf2 block	A549 viability	S2 tox	IL2 activator	Nrf2 ARE act	HepG2 viability	ATXN2 expr inh
O=C(CSc1ccc(Br)cc1)N1CCN(S(=O)(=O)c2ccccc2)CC1	-36.5%	12.1%	-19.5%	2.8%	i	-3.9	-0.7%	-19.0%	-2.5%
COc1cccc(N2CCN(S(=O)(=O)c3cc4c(cc3C)N(C)CCO4)CC2)c1	-28.8%	20.1%	u	7.9%	i	-3.7	-0.4%	-60.1%	0.0%
CCOC(=O)C1(Cc2cccc(OC)c2)CCCN(C(=O)c2cc(C)on2)C1 (stereo not drawn)	0.7%	7.7%	u	-4.0%	i	1.3	0.4%	4.7%	62.1%[activator]
O=C(CC1SC(N2CCOCC2)=NC1=O)Nc1ccc(Cl)cc1 (stereo not drawn)	3.7%	2.8%	-16.8%	1.6%	i	-2.6	-0.1%	4.7%	-2.2%
OCC(CO)(CO)n1cnnn1	0.0%	-1.3%	u	-0.9%	i	-0.1	0.2%	-21.4%	3.2%
O=C(C[n+]1ccc(C(=O)NCc2ccccc2)cc1)c1ccc2c(c1)OCCO2	-10.2%	9.1%	-18.0%	1.8%	i	0.5	0.4%	2.9%	-28.8%
Cc1ccc(NC(=O)C(C)SCC(=O)Nc2ccc(F)cc2)cc1S(=O)(=O)N1CCOCC1 (stereo not drawn)	2.2%	1.3%	-10.6%	-1.8%	u	-5.3	-0.1%	1.1%	-15.9%
NC(=O)NC1CCCc2c1[nH]c1ccc(Cl)cc21 (stereo not drawn)	-1.9%	7.3%	-22.6%	1.9%	i	-1.5	2.0%	-12.3%	61.5%[activator]
COc1cccc(CNC(=O)COC(=O)c2ccc(C(=O)c3ccccc3)cc2)c1	1.9%	22.8%	13.3%	u	i	-0.4	0.4%	-3.3%	-7.6%
Cc1ccc(NC(=O)c2cc(C)nc3ccccc23)c(Br)c1	-10.9%	6.2%	-16.6%	2.8%	i	-1.0	0.8%	-17.4%	-17.8%
Cc1cccn2c(CN3CCNC(=O)CC3)c(C(=O)N(C)CCc3ccccc3)nc12	u	0.8%	0.3%	-0.5%	i	-0.3	-0.2%	-26.8%	14.3%
CCCCN(C)C/C(O)=C(\C#N)c1nc(-c2ccccc2)cs1	-4.4%	9.0%	21.0%	-2.2%	i	-2.6	1.0%	-8.4%	9.0%
Cc1ccc(-c2nnc(CSc3nnc(COc4ccccc4)n3-c3ccc(C)cc3)o2)cc1	u	3.6%	-20.2%	-3.6%	i	0.1	0.0%	-10.2%	2.3%
COc1ccccc1-c1noc(CCC(=O)Nc2ccc(C)cc2C)n1	15.1%	x	-3.9%	5.1%	i	x	0.5%	-3.1%	3.1%
Cc1cccc(-c2cc3nc4c(c(NCc5ccco5)n3n2)CCCC4)c1	u	21.7%	-46.2%	u	u	-2.4	5.5%	-30.4%	-39.0%
Cc1cc(C(=O)CCC(=O)Nc2cccc(F)c2)c(C)s1	-24.5%	5.4%	x	x	i	-0.4	4.7%	-50.7%	x
O/N=C1/CCCCc2sccc21	25.2%	13.9%	-25.7%	-0.5%	i	-2.2	0.2%	-0.6%	-10.8%
Cc1ccc(S(=O)(=O)/C(C#N)=C/c2c(N3CCN(C)CC3)nc3ccccn3c2=O)cc1	8.2%	13.0%	-6.2%	1.7%	i	-0.7	0.6%	-24.7%	5.4%
Cc1cccn2c(=O)c3cc(C#N)c(=N)n(CCN4CCOCC4)c3nc12	0.0%	9.0%	10.6%	-3.9%	i	-0.4	-0.2%	-49.4%	1.5%
Cc1cc(C)n(CCNS(=O)(=O)c2ccc(C)c(C)c2)n1	22.5%	7.0%	-14.9%	3.9%	i	0.2	0.0%	-13.5%	1.7%
CCCN(CCC)S(=O)(=O)c1ccc(Cl)c([N+](=O)[O-])c1	u	19.5%	-9.4%	-7.0%	23.8µM*	-1.3	u	-22.8%	u
OC(c1ccccc1)c1nc(-c2ccc(F)c(Cl)c2)cs1 (stereo not drawn)	-16.1%	12.9%	x	x	u	-0.3	5.6%	-52.2%	13.1%
CC1CCCCN1C(=O)c1cc2c(=O)n3ccccc3nc2s1 (stereo not drawn)	7.1%	5.0%	u	-10.9%	i	-0.2	u	6.5%	26.9%
CC[C@@]1(C(=O)OC)N[C@H](CN(C)C(=O)c2ccc(F)cc2)[C@@H]2C(=O)N(Cc3ccccc3)C(=O)[C@@H]21	-24.0%	9.6%	-2.2%	0.6%	i	-0.1	0.4%	4.3%	-6.8%
CCC(C)NS(=O)(=O)c1ccc(NC(=O)CNCc2cccs2)cc1 (stereo not drawn)	3.4%	-3.6%	-8.9%	-5.4%	u	0.1	2.5%	5.6%	-25.0%

Next section, overlapping the part above by two compounds.
SMILES	TGFb SMAD3 inh	EPAC2 ag	Nrf2 block	A549 viability	S2 tox	IL2 activator	Nrf2 ARE act	HepG2 viability	ATXN2 expr inh
CC[C@@]1(C(=O)OC)N[C@H](CN(C)C(=O)c2ccc(F)cc2)[C@@H]2C(=O)N(Cc3ccccc3)C(=O)[C@@H]21	-24.0%	9.6%	-2.2%	0.6%	i	-0.1	0.4%	4.3%	-6.8%
CCC(C)NS(=O)(=O)c1ccc(NC(=O)CNCc2cccs2)cc1 (stereo not drawn)	3.4%	-3.6%	-8.9%	-5.4%	u	0.1	2.5%	5.6%	-25.0%
Cc1c(NC(=O)CSC(=S)N2CCCC2)c(=O)n(-c2ccccc2)n1C	16.5%	6.0%	-0.7%	-1.8%	i	4.7	-1.0%	-3.2%	-4.1%
CCOC(=O)c1sc(NC(=O)CN(CC)CC)c(C(=O)OCC)c1C	11.7%	-3.4%	-14.8%	11.3%	i	-0.2	-0.1%	-7.8%	-16.6%
COc1cccc(CNC(=O)CN2C(=O)COc3ccc(S(=O)(=O)Nc4ccccc4)cc32)c1	-7.4%	x	-25.0%	0.5%	i	x	-0.9%	-6.5%	-14.3%
FC(F)(F)c1cnc(Sc2nnc(-c3cccs3)n2CC2CCCO2)c(Cl)c1 (stereo not drawn)	17.4%	2.5%	-30.2%	-1.8%	i	-2.0	-0.6%	-18.9%	2.5%
Cc1ccc(C)c(S(=O)(=O)Nc2ccc(S(=O)(=O)Nc3ncccn3)cc2)c1	-18.2%	3.0%	1.5%	2.1%	i	-0.6	0.5%	-7.6%	x
O=C(CCl)N(c1ccc(Cl)cc1)c1c[nH]c2ccccc12	15.8µM*	-4.5%	20.6µM*	u	17.8µM*	-0.7	-2.7%	17.8µM*	u
CCOc1ccc(N(CC(=O)NCC2CCCO2)S(=O)(=O)c2ccc(OC)c(OC)c2)cc1 (stereo not drawn)	9.4%	4.5%	26.6%	0.5%	i	1.2	-0.4%	-19.9%	0.9%
CCOC(=O)C1=C[C@@H](c2ccccc2)N(S(=O)(=O)c2ccc(C)cc2)[C@H]1c1ccc(OC)cc1	1.2%	13.0%	x	x	i	-0.9	-0.5%	-13.0%	10.9%
c1ccc2c(c1)[nH]c1ccccc12	1.1%	9.9%	-12.0%	7.6%	i	0.1	-0.1%	-18.9%	-23.1%
COc1cc(OC)cc(C(=O)NCC(=O)OCC(=O)c2ccc3c(c2)-c2ccccc2C3)c1	2.5%	10.0%	13.3%	8.7%	i	1.5	0.5%	12.2%	3.4%
CCOc1ccccc1NC(=O)c1nnn(CC(=O)Nc2ccccc2CC)c1N	u	x	2.5%	-3.0%	u	x	-0.1%	-3.1%	u
Cn1cc(Cl)c(-c2n[nH]c(=S)n2-c2ccc(F)cc2)n1	1.4%	-6.1%	12.7%	-2.5%	i	-0.5	1.8%	5.3%	-0.6%
C=CCc1cc(/C=N\NC(=O)CSc2nnc(CCCc3ccc(OC)c(C)c3)o2)cc(OC)c1O	-13.4%	0.0%	10.4%	-3.7%	i	-2.0	5.8%	-70.2%	-3.8%
CCCN(Cc1cccs1)C(=O)Nc1ccc(Br)cc1F	7.6%	x	4.7%	-0.4%	i	x	0.0%	12.7%	4.0%
COc1ccc(-n2nnc3c(SCC(=O)NCc4ccco4)ncnc32)cc1	-18.7%	1.7%	u	8.9%	i	-0.6	u	21.7%	u
Cc1nc2ccccc2c(=O)n1CC(=O)N1CCOCC1	-17.7%	-5.6%	7.7%	-4.7%	i	1.7	-0.8%	1.1%	-2.7%
O=C(NCCN1CCN(Cc2ccccc2Cl)CC1)Nc1ccccc1	17.0%	5.0%	14.7%	-0.8%	i	2.4	-0.5%	-9.0%	-5.4%
COc1ccc2cc(C(=O)N3CCN(C)CC3)[nH]c2c1	-11.0%	-0.9%	u	3.8%	i	-1.4	0.2%	-9.2%	5.5%
O=C(N/N=C/c1sc(=O)[nH]c1-[n+]1ccccc1)c1ccccc1[O-]	12.1%	11.7%	-9.3%	u	u	-0.3	-0.1%	1.2%	1.8%
C/C(=N\NC(=O)c1ccc(O)cc1)c1cccc(NC(=O)c2ccc(Cl)cc2)c1	-9.3%	-2.2%	17.3%	-7.8%	i	-2.5	2.8%	-35.6%	334.4%[activator]
CCOc1ccc(Nc2nc(Cc3nnc(SCC(=O)N(CC)CC)n3C)cs2)cc1	u	-1.7%	-19.0%	-0.8%	i	-2.4	-0.3%	20µM*	-8.6%
COc1ccc(N2CCN(c3nc(NCCO)nc(N4CCOCC4)n3)CC2)cc1	17.9%	4.7%	-9.4%	4.4%	i	-0.6	-0.5%	-11.4%	-9.9%

3 compounds out of the list above, sorted by the number in Nrf2 ARE act, descending.
SMILES	TGFb SMAD3 inh	Nrf2 ARE act
Cn1cc(Cl)c(-c2n[nH]c(=S)n2-c2ccc(F)cc2)n1	1.4%	1.8%
O=C(N/N=C/c1sc(=O)[nH]c1-[n+]1ccccc1)c1ccccc1[O-]	12.1%	-0.1%
COc1cccc(CNC(=O)CN2C(=O)COc3ccc(S(=O)(=O)Nc4ccccc4)cc32)c1	-7.4%	-0.9%
